# Bioassay records from PubChem BioAssay.
# HSF1 inhib: HSF1 inhibitors in luciferase reporter cells, primary screen, cell-based, NIH3T3, luminescence. NIH3T3-HGL HSE-luciferase, MG132-induced, luminescence 8 h; hits give low values. activity change, negative = inhibition, % at 7.5 µM (by protocol). 300,000 tested, 0.77% active;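 active means more than half of replicate wells show activity change below -50%, luminescence cut by over half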;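 further: luciferase reports HSF-1 transcriptional activity via heat shock element; 0% = median of DMSO wells and -100% = zero luminescence signal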
# HSF1 activator: HSF-1 activators, primary screen, NIH3T3-HGL cells, MG132 stress, luminescence, single point; 300,000 tested, 1.7% active; NIH3T3-HGL HSF-1 luciferase reporter, 8 h; 100% = twice DMSO control signal; activation, % at 9 µM; AID 504408, 2011;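 active means mean replicate activation of at least 50% with a set share of replicates each reaching 50%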;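 further: 0% = median of the neutral control wells and 100% = twice that signal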
# HSP90 inh: HSP90 inhibitors, primary screen, cell lysate, luminescence. Rabbit reticulocyte lysate, luciferase refolding luminescence, 3 h. inhibition, % at 5.6 µM. 290,000 tested, 0.91% active. AID 1789, 2009;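 active means inhibition above the screen-wide mean plus 3 SD, computed separately per campaign, cut at about 16% in these data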;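 further: 0% = DMSO wells and 100% = 60 µM geldanamycin wells; inhibitors lower the luminescence because luciferase stays unfolded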
# KLF5 inhibitor: KLF5 expression inhibitors, primary screen, DLD-1 cells, luminescence | DLD-1 KLF5 promoter-luciferase reporter | inhibition, % at 5 µM | 290,000 tested, 0.23% active | AID 1700, 2009;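 active means inhibition above a per-plate limit of that plate's mean compound inhibition plus 3 SD, cut at about 60% in these data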;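 further: 0% = DMSO wells and 100% = LY294002 at 200 µM; higher means less KLF5 promoter-driven luciferase light; inactives centre near -14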
# IEC-6 cytotox: cytotoxicity in IEC-6 intestinal epithelial cells, primary screen, cytotoxicity control for KLF5 inhibitor project, cell-based, luminescence; IEC-6 cytotoxicity, luminescence viability; inhibition, % at 5 µM; 290,000 tested, 0.78% active; in the data active means inhibition above about 22%;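 further: 0% = plate median of test compound wells and 100% = cytotoxic reference compound wells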
# aSyn 5UTR inh: MLPCN primary screen, SNCA 5' untranslated region | AID 1813, 2009 | inhibition, % (tested at 7.5 µM) | 300,000 tested, 0.82% active | alpha-synuclein 5'UTR reporter, inhibitor activity; in the data active means inhibition above about 60%;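 further: H4 neuroglioblastoma cells stably carrying SNCA 5'UTR luciferase fusion; 0% = DMSO wells and 100% = positive control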
# PolyA inh: polyadenylation inhibitors in yeast reporter cells, primary screen, luminescence, S. cerevisiae. S. cerevisiae SKY197-pL101 polyadenylation reporter, beta-gal luminescence; efflux-impaired pdr1/pdr3 knockout yeast; score 100 = 6 SD above DMSO. calls only at 12 µM. 300,000 tested, 0.02% active;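 active means lowest replicate activity score at least 50, where 100 means six control SD above control mean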;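 further: yeast exposed to compound for 9 h at 30 °C; higher score means more reporter readthrough which indicates perturbed polyadenylation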
# AI-2 QS mod: Vibrio harveyi AI-2 quorum sensing modulators, primary screen, JMH597 strain, luminescence/OD600 ratio. Vibrio harveyi JMH597 AI-2 luminescence/OD600 ratio, 9 h; hits give low values; strain lacks LuxN and CqsS sensors; 0 = neutral-control median. activity change, % at 7.5 µM. 300,000 tested, 0.4% active. AID 2094, 2009; in the data active means activity change below about -75%, passing the limit was not always enough;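 further: luminescence divided by OD600 gain over 9 h not by final OD600 alone; inactives centre near 13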
# GSK3A inh: blockers of GSK3A enzyme activity – biochemical, luminescence, cell-free homogeneous, HTS, primary screen. Glycogen synthase kinase-3 alpha (Homo sapiens), P49840. GSK-3 alpha kinase, ADP-Glo luminescence, 60 min. inhibition, % at 10 µM. 320,000 tested, 0.1% active;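 in the data active means inhibition above about 50%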;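 further: GST-tagged GSK-3 alpha with peptide substrate and 25 µM ATP; 0% = DMSO neutral wells and 100% = GW8510 positive control wells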
# Target sequence (P49840 whole entry, looked up): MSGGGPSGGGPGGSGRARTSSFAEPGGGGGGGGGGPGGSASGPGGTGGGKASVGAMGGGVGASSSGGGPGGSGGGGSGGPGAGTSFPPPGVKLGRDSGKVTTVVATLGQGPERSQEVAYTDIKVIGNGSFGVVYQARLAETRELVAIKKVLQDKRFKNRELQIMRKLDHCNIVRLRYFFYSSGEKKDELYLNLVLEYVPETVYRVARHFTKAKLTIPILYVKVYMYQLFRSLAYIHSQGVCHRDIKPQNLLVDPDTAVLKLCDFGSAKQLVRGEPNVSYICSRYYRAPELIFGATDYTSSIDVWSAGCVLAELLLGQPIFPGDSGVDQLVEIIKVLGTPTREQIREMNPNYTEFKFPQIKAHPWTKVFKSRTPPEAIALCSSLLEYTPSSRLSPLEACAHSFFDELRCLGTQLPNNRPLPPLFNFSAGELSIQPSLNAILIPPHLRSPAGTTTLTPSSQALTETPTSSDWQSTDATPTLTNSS
# GSK3B inh: human GSK3beta kinase inhibitors, primary screen, biochemical, cell-free homogeneous, HTS | Glycogen synthase kinase-3 beta (Homo sapiens), P49841 | GST-GSK3beta kinase, ADP-Glo luminescence, 60 min; hits give low values | activity score (negative = inhibition), % at 10 µM | 300,000 tested, 0.038% active | AID 2097, 2009;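 active means more than half of replicate wells score below -50%, meaning over 50% inhibition versus plate controls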;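 further: 0% = median DMSO wells and -100% = median GW8510 positive control wells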
# Target sequence (P49841 whole entry, looked up): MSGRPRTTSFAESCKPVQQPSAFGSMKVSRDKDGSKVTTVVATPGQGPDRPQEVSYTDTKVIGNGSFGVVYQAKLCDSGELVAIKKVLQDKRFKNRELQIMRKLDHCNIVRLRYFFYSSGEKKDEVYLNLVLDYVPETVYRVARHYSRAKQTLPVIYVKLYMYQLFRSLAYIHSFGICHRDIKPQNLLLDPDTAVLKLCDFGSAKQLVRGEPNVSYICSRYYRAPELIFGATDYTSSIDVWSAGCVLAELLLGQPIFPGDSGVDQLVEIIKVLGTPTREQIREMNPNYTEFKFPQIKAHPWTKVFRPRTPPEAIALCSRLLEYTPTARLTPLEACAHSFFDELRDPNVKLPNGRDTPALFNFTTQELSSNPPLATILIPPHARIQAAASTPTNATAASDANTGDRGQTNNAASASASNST
#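 test system = GST-tagged human GSK3beta kinase, cell-free | reagent = 25 µM ATP with peptide substrate | dosing = one dose of 10 µM per compound | schedule = 60 min reaction, RT | detection = luminescent ADP-Glo measurement of ADP formed | control set = DMSO neutral wells and GW8510 at 20 µM as positive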
# An asterisk follows results filed as active; i = inactive; . = no result given.
# The line under a structure holds: HSP90 inh	GSK3A inh	aSyn 5UTR inh	HSF1 inhib	GSK3B inh	HSF1 activator	IEC-6 cytotox	PolyA inh	AI-2 QS mod	KLF5 inhibitor
- CCN(CC)S(=O)(=O)c1cccc(C(=O)NCCc2ccccc2)c1
→ 2	0	-159	12	-1	20	9	i	-4	-121
- O=C(NC(=O)c1csnn1)Nc1ccccc1Cl
→ -3	-3	-103	12	-3	22	-4	i	7	-103
- O=C1NC[C@H](Cc2ccccc2)N(CCc2cccc(F)c2)C1=O
→ .	-1	2	-2	3	-11	.	i	5	.
- O=C(Nc1ccccc1)Nc1ccc2ncoc2c1
→ -3	-1	-119	-4	5	-2	-2	i	-1	-79
- Cc1cccc(N(C(=O)c2csnn2)C(C(=O)NCc2ccccc2)c2ccc(C)o2)c1 (stereo unspecified)
→ 2	-3	25	-2	3	-9	0	i	-1	-12
- Cc1cccc(N(C)C(=O)CN(C)S(=O)(=O)c2ccc3c(c2)c(=O)n(C)c(=O)n3C)c1
→ 0	-2	9	-4	-5	-9	4	i	-7	-18
- Cc1ccc(S(=O)(=O)NCc2ccncc2)cc1
→ 3	1	-4	-5	-1	-7	8	i	9	-7
- COc1ccc(Nc2nc(C)nc3c2oc2ccccc23)cc1
→ -3	-3	1	-9	-2	-4	6	i	17	-30
- O=C(CS(=O)(=O)c1cccc(C(F)(F)F)c1)Nc1ccccc1Cl
→ 5	-1	36	-3	-1	-3	1	i	20	13
- CCc1nnc(NC(=O)CCC(=O)N2CCN(Cc3ccccc3)CC2)s1
→ 1	-4	-7	-3	-1	2	0	i	20	-1
- COC(=O)C(C(=O)NCC1CCCO1)C1CCCCCC1 (stereo unspecified)
→ -5	-1	3	2	-1	0	0	i	11	-1
- COc1cccc(NC(=O)C(Sc2nnnn2C)c2ccccc2)c1 (stereo unspecified)
→ 1	0	6	-5	-1	0	7	i	12	1
- O=C(NCc1ccc(F)c(F)c1)C1CCC(=O)N(CC2CCCCC2)C1 (stereo unspecified)
→ -2	2	24	0	-2	24	4	i	9	4
- C/C(=N\Nc1ccc(S(N)(=O)=O)cc1[N+](=O)[O-])c1ccccc1O
→ -2	-1	9	-4	2	0	6	i	2	-20
- COc1ccc(CC(=O)Nc2ccc(OC)nc2)cc1
→ 4	1	4	-1	1	1	-4	i	-3	-14
- COc1ccc(-c2ccc3c(N)c(C(=O)c4cccc(OC)c4)sc3n2)cc1
→ -2	1	-71	12	1	16	-1	i	3	-66
- c1ccc(-c2nc(-c3ccccn3)nc(-c3ccccn3)n2)nc1
→ -1	-3	14	6	1	.	-2	i	53	-27
- Cc1ccc(OCC(O)CNCc2ccc(F)cc2)cc1 (stereo unspecified)
→ -1	-5	-8	10	2	11	3	i	38	4
- Cc1c(CC(=O)N[C@H](C(=O)O)C(C)C)c(=O)oc2cc3c(cc12)CCC(C)(C)O3
→ 27*	-3	-110	3	-4	17	-6	i	0	-247
- Cc1ccc(N2C(N)=NC(N)=NC23CCCC3)c(C)c1
→ -2	-2	-16	-5	-2	-14	-8	i	30	-16
- CS(=O)(=O)N(Cc1ccccc1)c1ccc(C(=O)NN=C2CCCCCC2)cc1
→ -3	-1	0	-8	0	-11	4	i	13	-1
- Clc1ccc(C[n+]2cc(-c3ccccc3)n3c2CCCCC3)c(Cl)c1
→ 2	2	-18	-11	-2	-4	12	i	25	4
- CCc1nnc(NS(=O)(=O)c2ccccc2)s1
→ 5	-3	-9	4	0	14	3	i	16	-3
- Cc1ccc(N/C(N)=N/c2nc3c(c(=O)[nH]2)CCCC3)c(C)c1
→ -2	-4	-7	-4	0	-5	2	i	-2	2
- CC(=O)NC1C(OCCOc2ccc(Cl)cc2C)OC(CO)C(O)C1O (stereo unspecified)
→ -7	-1	4	-9	0	-6	-10	i	23	-32
- CCN(CC)C(=O)c1ccccc1NC(=O)c1ccccc1
→ -3	-2	-7	-3	-2	-11	4	i	13	-30
- CC(C(=O)Nc1ncc([N+](=O)[O-])s1)N1C(=O)c2ccccc2S1(=O)=O (stereo unspecified)
→ .	2	15	1	-4	-1	.	i	22	.
- Cn1c(SCC(=O)Nc2ccc3c(c2)n(C)c(=O)n3C)nnc1-c1ccncc1
→ 0	1	0	0	-2	11	-2	i	18	-14
- CCNC(=O)CSc1ncnc2sccc12
→ 1	0	17	-3	0	-5	-1	i	4	-7
- COCCCNC(=O)C(C#N)c1nc2ccccc2nc1N1CCCC1 (stereo unspecified)
→ -3	-2	30	7	2	0	-4	i	21	-25
- COc1ccc(C(C(=O)NC2CCCC2)N(C(=O)Cc2cccs2)C2CC2)cc1OC (stereo unspecified)
→ -2	0	5	2	1	3	3	i	24	-14
- O=C(c1cccc(S(=O)(=O)Nc2ccccc2F)c1)N1CCN(c2ccccc2F)CC1
→ 1	-1	-7	11	2	42	4	i	28	-7
- COc1ccc(N/C=C(\C#N)c2ccc(OCCCF)cc2)cc1
→ 3	-2	-14	6	-3	28	4	i	-3	-19
- COc1cc(-n2c(C)nc3cc(C(=O)N4CCOCC4)ccc32)cc(OC)c1OC
→ -3	-1	7	-8	1	-5	0	i	-15	-25
- Cc1cccc(NC(=O)c2ccc(N(C)C3CCCCC3)c([N+](=O)[O-])c2)n1
→ -3	-3	-64	21	0	31	0	i	27	-18
- Cc1ccccc1C(=O)N/N=C1\SCC(=O)N1Cc1ccco1
→ 0	-3	11	-5	0	-9	-3	i	11	-1
- Cc1cc(=O)[nH]c(N/N=C/c2ccc(F)cc2)n1
→ -6	-1	-45	-9	-10	-8	-1	i	2	-78
- Cn1nnc2cc(C(=O)Nc3ccc4ccccc4c3)ccc21
→ -1	-2	-33	11	0	35	1	i	38	-141
- O=C(/C=C\c1ccccc1)Oc1cccc2cccnc12
→ -1	0	-53	-3	4	-6	2	i	23	-9
- COc1ccc(OC)c(C2=C/C(=C/c3ccccn3)C(=O)O2)c1
→ 4	2	2	-16	2	-22	3	i	8	-17
- Oc1ccc(-c2[nH]ncc2-c2ccc(Cl)cc2)c(O)c1
→ -2	5	-62	7	2	11	-2	i	1	-9
- CCCCn1c(N)c(N(CC(C)C)C(=O)c2oc3ccc(OC)cc3c2C)c(=O)[nH]c1=O
→ .	.	-14	3	1	-2	.	i	47	.
- COc1ccc(NC(=O)c2c(F)c(F)c(F)c(F)c2F)cc1Cl
→ 0	-1	6	0	2	20	-3	i	-22	-15
- COc1ccccc1NC(=O)C1CCCN(S(=O)(=O)c2ccc3c(c2)CC(C)N3C(C)=O)C1 (stereo unspecified)
→ -2	0	-25	1	3	13	2	i	10	-11
- O=C1OCCC/C1=C\c1ccc2c(c1)OCO2
→ 2	44	4	-4	3	-8	3	i	-3	-14

# A draw from above in order of length of the SMILES, smallest number first.
# The line under a structure holds: HSP90 inh	GSK3A inh	aSyn 5UTR inh	HSF1 inhib	GSK3B inh	HSF1 activator	IEC-6 cytotox	PolyA inh	AI-2 QS mod	KLF5 inhibitor
- O=C1OCCC/C1=C\c1ccc2c(c1)OCO2
→ 2	44	4	-4	3	-8	3	i	-3	-14
- O=C(/C=C\c1ccccc1)Oc1cccc2cccnc12
→ -1	0	-53	-3	4	-6	2	i	23	-9
- COc1ccc(N/C=C(\C#N)c2ccc(OCCCF)cc2)cc1
→ 3	-2	-14	6	-3	28	4	i	-3	-19
- COc1ccc(NC(=O)c2c(F)c(F)c(F)c(F)c2F)cc1Cl
→ 0	-1	6	0	2	20	-3	i	-22	-15
- COc1ccc(OC)c(C2=C/C(=C/c3ccccn3)C(=O)O2)c1
→ 4	2	2	-16	2	-22	3	i	8	-17
- COc1cc(-n2c(C)nc3cc(C(=O)N4CCOCC4)ccc32)cc(OC)c1OC
→ -3	-1	7	-8	1	-5	0	i	-15	-25
- COc1ccc(C(C(=O)NC2CCCC2)N(C(=O)Cc2cccs2)C2CC2)cc1OC (stereo unspecified)
→ -2	0	5	2	1	3	3	i	24	-14
- O=C(c1cccc(S(=O)(=O)Nc2ccccc2F)c1)N1CCN(c2ccccc2F)CC1
→ 1	-1	-7	11	2	42	4	i	28	-7
- CCCCn1c(N)c(N(CC(C)C)C(=O)c2oc3ccc(OC)cc3c2C)c(=O)[nH]c1=O
→ .	.	-14	3	1	-2	.	i	47	.
- COc1ccccc1NC(=O)C1CCCN(S(=O)(=O)c2ccc3c(c2)CC(C)N3C(C)=O)C1 (stereo unspecified)
→ -2	0	-25	1	3	13	2	i	10	-11

# Next compounds
# The line under a structure holds: HSP90 inh	GSK3A inh	aSyn 5UTR inh	HSF1 inhib	GSK3B inh	HSF1 activator	IEC-6 cytotox	PolyA inh	AI-2 QS mod	KLF5 inhibitor
- COc1cc([N+](=O)[O-])cc(/C=N/NC(=O)c2cccnc2)c1O
→ -2	0	-5	.	-1	.	-3	i	23	-23
- COc1ccc(CN(C)C(=O)c2cccc(C(=O)N(C)Cc3ccc(OC)cc3)c2)cc1
→ 2	-3	20	-3	5	-7	-8	i	-5	-31
- Nc1nccc(-c2nn(-c3ccc(Cl)cc3)ccc2=O)n1
→ 1	5	-16	-8	1	1	2	i	10	-2
- CC1(C)Cc2nc(-c3ccccc3)nc(SCC(=O)N3CCCC3)c2CO1
→ 2	-1	-3	-4	-1	-12	-3	i	-4	11
- CCOC(=O)c1c(NC(=O)CSc2nnc(Cc3ccccc3)o2)sc(C(C)=O)c1C
→ 0	-1	-14	6	2	28	7	i	25	-1
- O=C(CNC(=O)c1ccco1)NCC(=O)OCc1ccc(Cl)cc1
→ 0	-3	-6	-4	.	-1	6	i	.	-8
- CC(=O)c1cccc(S(=O)(=O)NC2CCCCCC2)c1
→ 0	0	15	1	0	5	-1	i	32	-9
- CS(=O)(=O)N1CCN(c2ccc([N+](=O)[O-])c(NCc3ccccc3)c2)CC1
→ 0	-4	27	-8	1	-18	4	i	11	-35
- CCN(CC)S(=O)(=O)c1ccc(NS(=O)(=O)c2ccc(C)c(C)c2)cc1
→ 3	-4	31	-5	-3	-16	3	i	23	-26
- CCN(CCCNC(=O)CCc1nc(-c2ccc(OC)cc2)no1)c1cccc(C)c1
→ 2	-3	2	39	0	62*	-2	i	4	-3

# Only part of the results is shown. The share of hits here may be higher or lower than overall.
